PP5 inh = PP5 phosphatase inhibitors, primary screen, biochemical, fluorescence. Serine/threonine-protein phosphatase 5 (Homo sapiens), P53041. purified PP5c, OMFP substrate fluorescence. inhibition, % at 6.7 µM. 0.18% of 320,000 active. AID 1987, 2009;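 active = inhibition above the campaign's mean inhibition across all tested compounds plus 3 SD, cut at about 9.5% in these data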;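 note: 0% = DMSO only and 100% = 100 µM cantharidin control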
Target sequence (P53041 whole entry, looked up): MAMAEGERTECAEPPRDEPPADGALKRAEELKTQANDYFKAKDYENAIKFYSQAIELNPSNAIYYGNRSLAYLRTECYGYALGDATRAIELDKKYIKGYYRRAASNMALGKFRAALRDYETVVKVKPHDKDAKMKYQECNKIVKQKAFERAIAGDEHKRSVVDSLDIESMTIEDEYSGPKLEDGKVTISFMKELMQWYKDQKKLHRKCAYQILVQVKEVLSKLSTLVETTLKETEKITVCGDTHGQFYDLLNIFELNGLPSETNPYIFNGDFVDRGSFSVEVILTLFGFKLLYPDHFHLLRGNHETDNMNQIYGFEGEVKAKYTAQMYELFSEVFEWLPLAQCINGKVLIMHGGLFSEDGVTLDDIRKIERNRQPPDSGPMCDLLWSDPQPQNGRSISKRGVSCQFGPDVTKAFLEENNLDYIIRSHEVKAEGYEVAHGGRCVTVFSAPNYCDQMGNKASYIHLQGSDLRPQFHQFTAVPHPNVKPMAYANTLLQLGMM
TPT1 inhibitor = Candida albicans TPT1 enzyme inhibitors, primary screen, biochemical, fluorescence polarization. recombinant caTPT1, FP RNA substrate dephosphorylation. tRNA 2'-phosphotransferase TPT1 (Candida albicans SC5314). AID 1962, 2009. 0.81% of 300,000 active. inhibition, % at 5 µM;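 active = inhibition above the mean of all tested compounds plus 3 SD, set per screening campaign, cut at about 24% in these data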;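 note: plate controls were DMSO alone for no effect and ferristatin control at 100 nM for full effect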
Yeast superoxide = reduction of superoxide in aged yeast, primary screen, HTS. S. cerevisiae aged cells, superoxide DHE fluorescence; hits give low values. 0.18% of 330,000 active. AID 2690, 2010. superoxide response (% of plate mean), % at 10 µM;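 active = superoxide response under a set limit, about three screen SD below normal, cut at about 65% in these data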;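 note: yeast aged for seven days with compound at 30 °C before DHE staining; 100% = average MFI of all compound-treated wells on the plate with controls excluded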
PP1 counter = PP1-alpha phosphatase inhibitors, primary screen, counter-screen for PP5 inhibitor project, biochemical, fluorescence, OMFP substrate, single point; inhibition, % at 6.7 µM; 0.9% of 320,000 active; AID 2235, 2010; purified PP1alpha;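 active = inhibition above the mean inhibition of all tested compounds plus 3 SD, computed separately for each screening campaign, cut at about 15% in these data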
JMJD2C inh = inhibitors of GASC-1 histone demethylase, primary screen, biochemical, fluorescence, DELFIA europium; Lysine-specific demethylase 4C (Homo sapiens), Q9H3R0; GST-JMJD2C(1-420) H3K9me3 demethylation; inhibition, % at 2.35 µM; 0.069% of 330,000 active;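 active = more than half of a compound's replicate wells show inhibition beyond 50%, single wells judged on their own value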;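 note: signal counts dimethyl H3K9 product captured on neutravidin plate; 0% = median of DMSO wells and 100% = 0.3 times that DMSO median; strong numbers were not always called active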
Target sequence (Q9H3R0 1-420 limits assumed): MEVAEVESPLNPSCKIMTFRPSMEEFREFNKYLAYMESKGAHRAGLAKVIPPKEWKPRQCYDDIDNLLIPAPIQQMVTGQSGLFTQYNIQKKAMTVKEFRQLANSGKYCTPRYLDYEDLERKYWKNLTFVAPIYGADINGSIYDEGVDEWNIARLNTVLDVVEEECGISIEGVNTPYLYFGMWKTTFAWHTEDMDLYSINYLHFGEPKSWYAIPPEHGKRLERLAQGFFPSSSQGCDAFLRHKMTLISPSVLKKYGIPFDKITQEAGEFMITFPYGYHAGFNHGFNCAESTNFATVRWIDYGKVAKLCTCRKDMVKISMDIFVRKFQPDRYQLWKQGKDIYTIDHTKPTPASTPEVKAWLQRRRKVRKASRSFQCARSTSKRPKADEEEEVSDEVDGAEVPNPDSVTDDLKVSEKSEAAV
EBNA-1 inh = EBNA-1 DNA-binding inhibitors, primary screen, biochemical, fluorescence polarization | AID 1950, 2009 | inhibition, % at 14.8 µM | 0.34% of 300,000 active; in the data active = inhibition above about 28%
ZTA counter = counter-screen for EBNA-1 inhibitors: inhibitors of Epstein-Barr virus ZTA | inhibition, % at 11 µM | ZTA-DNA binding, fluorescence polarization | 0.15% of 320,000 active; in the data active = inhibition above about 33%
Fh CTSL1 inh = Fasciola hepatica cathepsin L1 inhibitors, primary screen, counter-screen for PFM18AAP inhibitor project, biochemical, QFRET, fluorogenic peptide substrate; recombinant F. hepatica cathepsin L1, Z-Leu-Arg-MCA fluorescence; inhibition, % at 5.96 µM; 0.49% of 300,000 active;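 active = inhibition above the mean of all tested compounds plus 3 SD, set per screening campaign, cut at about 17% in these data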;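 note: 0% = plate median of test compound wells and 100% = 1 µM Z-Phe-Ala-diazomethylketone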
HCV core dimer = inhibitors of HCV core protein dimerization, primary screen, biochemical, TR-FRET, high-throughput; TR-FRET GST/Flag-core106 dimerization, 1536-well; inhibition, % at 5 µM; 0.33% of 300,000 active;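 active = inhibition above the mean of all tested compounds plus 3 SD, set per screening campaign, cut at about 45% in these data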
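Material: Tagged HCV core106 pair (GST and Flag) | Amount: GST-core106 13.5 nM, Flag-core106 17 nM | Medium: KF-containing HEPES buffer, pH 7.45, DTT, CHAPS, BSA | Reagent: Eu donor and XL665 acceptor anti-tag antibodies | Schedule: 4 h at 22.5 °C | Technique: Time-resolved FRET, ex 340 nm, em 617 and 671 nm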
Starred values were filed as active, the others as inactive; / = no result given.

Sample of the layout (3 entries):
SMILES	PP5 inh	TPT1 inhibitor	Yeast superoxide	PP1 counter	JMJD2C inh	EBNA-1 inh	ZTA counter	Fh CTSL1 inh	HCV core dimer
COc1ccc(/C(O)=C2/C(=O)C(=O)N(CCN(C)C)C2c2cccnc2)cc1OC (configuration not stated)	1.2	0	102	-3	20	-4	-18	1	-8
O=C(NC(=S)N1CCCC1)c1ccccc1Cl	0.7	0	90	-1	0	5	13	4	3
CC(Oc1cccc(Cl)c1)C(=O)Nc1cc(S(=O)(=O)N2CCCCC2)ccc1N1CCOCC1 (configuration not stated)	1.0	-1	92	-2	-1	2	10	1	7

All compounds of this part, from the first entry:
SMILES	PP5 inh	TPT1 inhibitor	Yeast superoxide	PP1 counter	JMJD2C inh	EBNA-1 inh	ZTA counter	Fh CTSL1 inh	HCV core dimer
COc1ccc(/C(O)=C2/C(=O)C(=O)N(CCN(C)C)C2c2cccnc2)cc1OC (configuration not stated)	1.2	0	102	-3	20	-4	-18	1	-8
O=C(NC(=S)N1CCCC1)c1ccccc1Cl	0.7	0	90	-1	0	5	13	4	3
CC(Oc1cccc(Cl)c1)C(=O)Nc1cc(S(=O)(=O)N2CCCCC2)ccc1N1CCOCC1 (configuration not stated)	1.0	-1	92	-2	-1	2	10	1	7
COc1ccc(C(=O)n2nc(-c3ccc(OC)cc3)nc2N)cc1	1.6	-1	90	1	0	8	-2	1	0
C=C(C)COc1ccc(-c2n[nH]c(C)c2-c2ccc(Br)cc2)c(O)c1	3.4	-1	106	-2	-10	-6	-3	-2	-3
CCOc1cc(C)c(Cl)cc1S(=O)(=O)NCc1ccco1	2.0	-6	92	0	-4	8	-18	0	-8
CCOC(=O)CSc1nnc(-c2cccc(Br)c2)o1	1.3	0	105	5	0	-1	0	2	2
COC(=O)CN1CCN(C(c2ccccc2)c2ccccc2)CC1	4.1	3	127	-4	2	1	-3	0	0
CC(C)CC(NS(=O)(=O)c1ccc2c(c1)oc(=O)n2C)C(=O)NCc1cccnc1 (configuration not stated)	-1.5	-2	103	10	-14	-10	-18	0	1
Cc1cc(Cn2nc(-c3ccccc3)cc2C(=O)NCc2cccc(C(F)(F)F)c2)on1	5.6	-2	/	6	1	0	0	2	-2
Cc1cc(C)c(OCCN2CCCC2)c(Cl)c1	-2.3	1	83	-2	-8	8	10	3	1
Cc1cc(C(=O)CSc2ccc3c(c2)OCCO3)c(C)n1C1CC1	4.2	6	96	0	13	10	-3	-1	6
Cc1ccc(NC(=O)C(C)c2ccc(-c3ccccc3)c(F)c2)c(C)c1 (configuration not stated)	0.9	1	95	-3	-8	2	11	6	6
CCCCC(=O)Nc1ccc(C(=O)NNC(=O)CCCOc2ccc(Cl)cc2Cl)cc1	2.8	-4	106	5	7	4	8	1	24
CCOC(=O)CSc1nc(N)nc(C)c1Cl	2.7	-5	111	1	-10	-2	-18	-2	-3
CC1CN(c2sc(S(C)(=O)=O)nc2S(=O)(=O)c2ccc(Cl)cc2)CC(C)O1 (configuration not stated)	2.8	0	97	-2	5	-9	7	-4	-8
Cc1ccc(S(=O)(=O)N(C)CC(=O)OCC(=O)N2CC(=O)Nc3ccccc32)cc1	-1.7	-1	99	-4	-2	4	-1	-42	0
Cn1c(CCC(N)=O)nnc1SCC(=O)Nc1ccccc1C(=O)NC1CC1	1.4	/	87	-8	0	/	9	/	/
CCN(CC)S(=O)(=O)c1ccc(O)c(C(=O)OCC(=O)N2CCCC2)c1	0.2	-3	96	2	-12	8	-4	-2	-1
COc1ccc(C(=O)C2CCCN(Cc3c[nH]c4ccccc34)C2)c(OC)c1 (configuration not stated)	0.7	2	106	-1	-6	3	9	-2	-1
Cc1ccc(CNC(=O)c2cc3ccccc3oc2=O)cc1	4.2	0	91	2	3	9	-4	0	1
O=C(Cc1ccc2c(c1)OCCO2)N/N=C/c1ccco1	-2.1	/	90	0	/	/	18	/	/
CCN(CC)c1ccc(/C=C(/C#N)c2nc3ccc(C)cc3[nH]2)c(OC(C)C)c1	0.5	139*	97	1	-2	-3	-7	5	12
COc1cc2c(cc1OC)C1CC(=O)C(CC(C)C)CN1CC2 (configuration not stated)	0.5	3	89	-1	3	7	12	-3	2
CCOc1ccc(-n2c(SC(C)C(=O)OC)nc3c(c2=O)SCC3)cc1 (configuration not stated)	0.5	-3	99	0	-2	-1	-18	1	-1
CSc1nsc(SC)c1NC(=O)N1CCCC1	1.9	5	107	-4	3	0	8	0	0
C=CCN1CN(S(=O)(=O)c2cccc(Cl)c2)c2nc3ccccc3nc21	-7.1	-2	118	-1	-4	-5	-11	17*	-9
CCOC(=O)N1CCN(C(=O)c2cnsn2)CC1	-0.1	3	88	-6	1	5	-10	7	-5
Cc1cccc(NC(=O)CSCC(=O)N(CCC(C)C)c2c(N)n(Cc3ccccc3)c(=O)[nH]c2=O)c1	0.6	-2	106	-2	7	-9	-11	-5	3
Fc1ccc(-n2cc(CNCCc3ccncc3)c(-c3ccccc3Cl)n2)cc1	2.9	2	75	2	-1	-11	0	1	0
CN1CCN(Cc2nc(Cc3cccc(F)c3)no2)CC1c1ccccc1 (configuration not stated)	-0.3	1	110	-4	7	-2	2	1	-3
COC(=O)c1cc(N=Nc2sc(N)nc2C)cc(C(=O)OC)c1	-2.7	1	102	0	-2	10	6	5	-3
Cc1ccccc1NC(=O)c1sc(Cl)nc1C	1.6	-1	103	-2	-4	-4	3	-3	-4
Cc1ccc(C(=O)NNC(=O)c2csc(N3CCOCC3)n2)o1	1.3	1	120	-8	-3	12	-4	1	4
O=C(CS(=O)(=O)c1ccccc1)Nc1nnc(Cc2ccccc2)s1	-0.8	-2	110	-3	23	3	12	2	16
COc1ccc(C(=O)CCC(=O)N2CCN(c3cccc(Cl)c3)CC2)cc1	2.0	-1	101	-2	-19	12	2	0	5
CCC(=O)N1CCc2cc(S(=O)(=O)CCC(=O)O)ccc21	-0.6	-3	92	-1	1	4	-12	0	-9
O=C(CNC(=O)N1CC(=O)Nc2ccccc21)Nc1ccc(F)c(Cl)c1	0.8	0	89	2	0	1	-6	0	-1
O=C(c1ccc([N+](=O)[O-])cc1Cl)N1CCN(c2ccccn2)CC1	-0.1	-2	118	-6	1	-2	9	1	0
c1ccc(-c2nccc(-c3ccc(-n4cnc5ccccc54)cc3)n2)cc1	2.8	-4	105	18*	6	4	5	3	34
CCn1c(=O)c2sccc2n(Cc2cccc(C)c2)c1=O	-1.9	-4	101	3	-3	4	7	1	-17
O=C(Cn1c(=O)cnc2ccccc21)N1CCN(S(=O)(=O)c2cccc([N+](=O)[O-])c2)CC1	-0.4	0	110	-4	9	-8	-1	-2	-1
C/C(=N\NC(=O)c1ccoc1C)c1ccccc1O	0.8	-3	84	1	-8	2	10	-2	2
COc1cccc(C2C=C(c3cccs3)Nc3ncnn32)c1OC (configuration not stated)	-0.1	4	111	-5	6	-9	-1	0	2
Cc1ccc(NC(=O)Cn2c(=O)cnc3ccccc32)cc1S(=O)(=O)N1CCOCC1	0.3	/	92	4	-11	/	7	/	/
CNC(=O)N(C1=NCC(C)(C)S1)c1ccc(F)c(Cl)c1	2.0	0	102	-2	-1	-6	-3	-1	6
O=C(Nc1nnc(-c2cccs2)o1)c1ccco1	-3.9	-1	93	-2	-1	5	5	4	-1
O=C(CCCC(=O)N(c1ccc(F)cc1)C(C(=O)NC1CCCC1)c1ccc(O)cc1)Nc1ccccn1 (configuration not stated)	3.1	-3	102	3	2	-1	-4	-3	-6
CCOC(=O)CSc1nc2ccc(C)cc2n2cnnc12	0.8	0	90	3	-11	2	-3	6	-1
COc1cccc(/C=N/NC(=O)c2cnn(-c3ccccc3)c2N)c1	3.1	1	88	2	0	-5	-4	7	0
O=C(CCCOc1ccccc1)NCc1ccco1	1.5	-2	102	-1	8	-2	3	2	-10
Cc1ccc(NC(=O)Cn2c(CCC(=O)O)ccc2-c2ccc(Cl)cc2)cc1	2.4	-1	89	2	-18	-8	15	6	8
CCOC(=O)c1ccc(-n2c(-c3ccco3)nc3ccccc3c2=O)cc1	0.8	2	99	0	3	2	-3	-1	4
c1ccc(CNc2ncnc3nc[nH]c23)cc1	1.3	1	105	-8	-1	2	-4	-1	5
CCc1ccc(N2CC(C(=O)OCC(=O)NC3CCS(=O)(=O)C3)CC2=O)cc1 (configuration not stated)	2.8	1	110	-4	16	0	8	-20	-6
COc1ccc2cc(C(=O)C3CCCN(C(=O)c4cncs4)C3)ccc2c1 (configuration not stated)	4.6	-4	95	2	27	4	3	1	-2
CC(=O)Nc1ccc(N=Cc2ccc(OCc3ccccc3)cc2)cc1	-3.9	1	80	-2	-9	2	2	1	-2
Cc1ccc(N2C(=O)C3CCCN3C2=S)cc1C (configuration not stated)	-2.8	2	100	-3	1	2	5	-3	0
COc1ccc(-c2cc(C(=O)NCCN3CCOCC3)c3ccccc3n2)c(OC)c1	4.8	0	106	-17	-6	1	10	4	-3
O=C(CSc1nc2ccccc2c(=O)n1-c1ccc(F)cc1)Nc1cc(S(=O)(=O)N2CCOCC2)ccc1Cl	-0.1	-4	90	8	-8	-2	9	4	27
Remaining list, next part:
SMILES	PP5 inh	TPT1 inhibitor	Yeast superoxide	PP1 counter	JMJD2C inh	EBNA-1 inh	ZTA counter	Fh CTSL1 inh	HCV core dimer
CCOc1ccc(CNC(=O)CCCc2cn(C)c3ccccc23)cc1OC	-1.1	-1	101	-2	2	-1	-8	1	5
COc1ccc(C(=O)N(CCc2ccccc2)Cc2ccccc2)cc1S(=O)(=O)N1CCOCC1	0.2	-2	85	0	2	1	-13	-5	-1
O=S(=O)(Nc1ccc(N2CCCCC2)cc1)c1ccccc1	-0.4	1	95	2	12	5	2	-4	0
Cc1ccc(S(=O)(=O)N2CCN(c3ccccc3)CC2)cc1C	1.1	-4	86	4	3	10	-9	0	7
N/C(=N\c1nc2ccccc2o1)NC(=O)c1ccccc1F	1.7	5	117	-2	12	-5	14	3	-1
COc1ccc(CNCc2ccc3ccccc3c2)c(OC)c1	3.5	-3	109	-2	6	-10	0	1	4
CC(C)(CN1CCNCC1)NS(=O)(=O)c1ccc(Cl)cc1	1.9	/	97	1	-13	/	-3	/	/
On1ccccc1=S	-1.6	2	84	-2	0	11	4	7	3
C=C(C)C(=O)Nc1cccc(C2=NOC3(C2)C[C@H](C(N)=O)N(C(=O)c2ccccc2)C3)c1 (some centres not stated)	4.3	2	101	6	-16	-11	6	-6	-38
C/C(=N\Nc1nnc(-c2ccccc2)c(-c2ccccc2)n1)c1cccc([N+](=O)[O-])c1	-1.6	0	104	-4	-17	4	10	2	3
CCOc1ccc(N2C(=O)Nc3ccccc3C2(O)C(=O)NCc2ccc(F)cc2)cc1 (configuration not stated)	-0.2	4	148	0	7	-11	-4	0	1
Cc1cccc(N2CCN(C(=O)c3ccc(Cl)c(NC4=NC5CS(=O)(=O)CC5S4)c3)CC2C)c1 (configuration not stated)	3.9	-5	110	-6	6	-4	-31	2	10
O=C(NNC1CC(=O)N(c2cccc(Cl)c2)C1=O)c1cccnc1 (configuration not stated)	0.1	4	105	1	0	-11	10	0	-2
CS(=O)(=O)c1ccc2nc(NC(=O)C3=NN(c4ccccc4)C(=O)CC3)sc2c1	-2.2	-2	100	-5	0	-2	-1	0	7
N#CC1(P(=O)(c2ccccc2)c2ccccc2)CC1	2.8	-1	92	-1	-3	1	6	-2	-7

From PubChem BioAssay
